A3A deaminase = inhibitors of human APOBEC3A DNA deaminase; P31941; recombinant A3A, FAM/TAMRA ssDNA deamination fluorescence; inhibition, % at 20 µM; 330,000 compounds, 0.41% hits; AID 493011;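 active = at least 40% inhibition at 20 µM here, with at most 30% in a related deaminase screen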;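 note: plate controls were A3A with DMSO for no effect and wells lacking A3A enzyme for full effect; some results filed as inactive read as strong as hits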
Target sequence (P31941 whole entry, looked up): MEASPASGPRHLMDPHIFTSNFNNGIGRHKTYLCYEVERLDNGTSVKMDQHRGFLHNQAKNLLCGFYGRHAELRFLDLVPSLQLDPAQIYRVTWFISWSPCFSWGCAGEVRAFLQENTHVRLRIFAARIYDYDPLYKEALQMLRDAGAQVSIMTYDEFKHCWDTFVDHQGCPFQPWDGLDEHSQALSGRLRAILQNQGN
tim10-1 inh = inhibits growth of tim10-1 mutant yeast | AID 463190 | S. cerevisiae tim10-1 ts strain growth, BacTiter-Glo, 24 h | inhibition, % at 20 µM | 330,000 compounds, 2.2% hits;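 active = inhibition of at least 40%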;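 note: mutant grown at 25 °C; 0% = DMSO wells with yeast and 100% = wells holding no yeast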
TIM10 inh = inhibits growth of TIM10 yeast strain; 330,000 compounds, 1.4% hits; S. cerevisiae TIM10 strain growth, BacTiter-Glo luminescence, 24 h; AID 463195; inhibition, % at 10 µM;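 active = inhibition of 40% or more at the single tested concentration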;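 note: wild-type TIM10 isogenic control strain grown at permissive 25 °C; 0% = DMSO yeast wells and 100% = minimal medium wells without yeast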
NALP3 yeast inh = blocks the NALP3 inflammasome reconstituted in yeast; Yeast reconstituted NLRP3/ASC/caspase-1, beta-gal luminescence, 24 h; inhibition, % at 10 µM; 330,000 compounds, 0.39% hits;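 active = inhibition of 50% or more; inactive = inhibition below 50%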;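 note: plate controls were induced DMSO wells for no effect and uninduced yeast grown without galactose for full effect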
hIAP block = human IAP inhibition; 330,000 compounds, 0.12% hits; inhibition, % at 10 µM; P09923; purified IAP, CDP-Star luminescence, 30 min;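 active = inhibition reaching a set limit with compound at 10 µM in the primary screen, cut at about 35% in these data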;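 note: plate controls were DMSO wells with enzyme for no effect and no-enzyme buffer wells for full effect; values of inactives mirror those of a sister screen read the other way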
Target sequence (P09923 whole entry, looked up): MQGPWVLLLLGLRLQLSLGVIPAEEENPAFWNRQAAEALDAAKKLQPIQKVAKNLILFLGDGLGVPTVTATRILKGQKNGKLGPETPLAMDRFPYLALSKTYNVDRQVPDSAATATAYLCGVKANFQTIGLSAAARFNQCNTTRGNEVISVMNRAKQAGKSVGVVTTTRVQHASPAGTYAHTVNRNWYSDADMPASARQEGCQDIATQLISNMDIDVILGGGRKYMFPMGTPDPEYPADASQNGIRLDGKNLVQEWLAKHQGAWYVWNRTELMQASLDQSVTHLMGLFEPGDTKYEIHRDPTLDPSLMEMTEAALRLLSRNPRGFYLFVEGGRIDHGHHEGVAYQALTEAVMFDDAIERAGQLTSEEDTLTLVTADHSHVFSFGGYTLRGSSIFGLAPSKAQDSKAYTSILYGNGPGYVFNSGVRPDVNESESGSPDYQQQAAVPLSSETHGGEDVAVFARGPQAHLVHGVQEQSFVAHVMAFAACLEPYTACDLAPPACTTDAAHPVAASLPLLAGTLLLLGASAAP
beta cell repl = MIN6 beta-cell proliferation induction | MIN6 cells proliferation, ATPlite luminescence, 48 h; cells starved in 0.2% serum; 100% = growth in 10% serum | proliferation, % at 10 µM | 330,000 compounds, 0.29% hits | AID 2380;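 active = compounds whose signal lies at least 3.5 SD above the mean of all wells on their plate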;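 note: 0% = DMSO-treated cells in low-serum medium and 100% = 10% serum control; some compounds called inactive have numbers as strong as hits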
mIAP inh = mouse IAP inhibition. purified mouse IAP, CDP-Star luminescence, 30 min. inhibition, % at 10 µM. 330,000 compounds, 0.2% hits;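 active = inhibition of at least 40% at 10 µM in the primary screen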;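 note: plate controls were DMSO with enzyme for no effect and no enzyme wells for full effect; values of inactives mirror those of a sister screen read the other way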
mIAP activ = increases mouse intestinal alkaline phosphatase activity. 330,000 compounds, 0.24% hits. muIAP, CDP-Star luminescence, 30 min; stronger effect = higher value; 1 = vehicle-only enzyme signal, 0 = enzyme-free wells. activation factor at 10 µM;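 active = activation factor of at least 2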; note: the source names both 10 and 20 µM as test concentration; values of inactives mirror those of a sister screen read the other way
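Assay system: mouse IAP enzyme; reagent: chemiluminescent substrate CDP-Star; dosing: test compounds delivered from DMSO solution; schedule: 30 min at room temperature; measured by: luminescence from enzymatic CDP-Star hydrolysis; controls: DMSO-only wells and no-enzyme negative control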
A3G deaminase = blocks human APOBEC3G single-stranded DNA deamination | 330,000 compounds, 0.28% hits | recombinant A3G, ssDNA deamination FAM/TAMRA fluorescence | Q9HC16 | inhibition, % at 20 µM;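 active = inhibition of at least 40% at 20 µM, with no more than 30% in the related APOBEC3A deaminase screen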;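 note: plate controls were DMSO wells with A3G for no effect and wells lacking A3G enzyme for full effect; some compounds called inactive have numbers as strong as hits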
Target sequence (Q9HC16 whole entry, looked up): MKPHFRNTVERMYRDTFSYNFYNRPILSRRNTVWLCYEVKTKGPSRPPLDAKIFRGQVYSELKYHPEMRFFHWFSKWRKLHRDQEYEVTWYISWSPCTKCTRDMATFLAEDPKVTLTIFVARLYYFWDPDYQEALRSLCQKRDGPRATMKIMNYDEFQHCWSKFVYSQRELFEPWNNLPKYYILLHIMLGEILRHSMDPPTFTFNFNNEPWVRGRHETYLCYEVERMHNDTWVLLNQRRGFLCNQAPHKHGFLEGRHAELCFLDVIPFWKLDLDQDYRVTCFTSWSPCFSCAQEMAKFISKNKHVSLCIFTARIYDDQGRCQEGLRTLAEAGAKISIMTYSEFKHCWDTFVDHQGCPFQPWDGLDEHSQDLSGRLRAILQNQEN
Numbers without * were called inactive.

SMILES	A3A deaminase	tim10-1 inh	TIM10 inh	NALP3 yeast inh	hIAP block	beta cell repl	mIAP inh	mIAP activ	A3G deaminase
CC(=O)N1CCN(CC(=O)Nc2ccc(C)c(S(=O)(=O)N(C)C)c2)CC1	-2	4	6	10	-2	-3	2	0.98	-3
Cc1c(=O)n(OCc2cccc(F)c2)c2ccccc2[n+]1[O-]	0	-1	1	12	6	-2	-6	1.1	-3
CCN(CC)C(=O)c1cccc2nc3ccccc3nc12	-1	-5	4	12	12	2	12	0.88	-1
COc1ccc(CC(=O)N/N=C(\C)c2ccc(Br)s2)cc1	-2	-7	-11	7	9	-3	-4	1	-5
CCN1CC=C2C(C#N)=C(N)C(C#N)(C#N)[C@H](c3cccc(OC)c3OC)[C@H]2C1	-1	10	9	-7	2	-5	0	1	-7
COc1ccc(CC(=O)OCC(=O)Nc2ccc3c(c2)OCO3)cc1	-2	-3	3	10	-5	-2	0	1	-5
CN(C)c1oc(COc2ccc(F)cc2)nc1C#N	0	12	10	23	4	0	6	0.94	-6
O=C(CC1C(=O)NCCN1Cc1ccccc1)NCCCOc1cccnc1 (stereo not drawn)	2	-2	-3	17	-9	1	-6	1.1	-8
COc1ccc(C(=O)NCCSCc2ccccc2Cl)cc1OC	-6	-7	-10	21	-26	-2	-1	1	-5
CC(=O)Nc1ccc(NC(=O)C(C)OC(=O)c2ccccc2NS(=O)(=O)c2cccs2)cc1 (stereo not drawn)	3	2	4	-44	2	-1	2	0.98	-5
C#CCOCCOCCOCCNc1nc(N2CCN(C(=O)CCCCCCCCCCNC(=O)[C@H]([C@@H](C)CC)n3cc(CCCCN=C(N)N)nn3)CC2)nc(N2CCN(C(=O)CCCCCCCCCCNC(=O)[C@H](CCCCN)n3cc(C[C@@H](C)CC)nn3)CC2)n1	-6	26	18	19	-20	-8	-296	4*	-7
COCC(=O)N(C)C1(c2nnnn2CCOC(=O)Nc2ccc(Cl)cc2)CCCCC1	2	14	-6	6	-22	-1	2	0.98	-4
Oc1ccc(/C=N/n2c(COc3ccccc3)n[nH]c2=S)c(O)c1	1	-2	-6	-6	-31	-2	2	0.98	27
COc1ccccc1CCNC(=O)CCSc1nc(-c2ccco2)cc(C(F)(F)F)n1	2	3	6	10	-18	-5	-2	1	-6
CCOC(=O)c1c(/N=C/c2ccc(O)cc2O)sc2c1CCC2	-5	20	6	-21	-1	-3	20	0.8	-9
CCOCCCNC(=O)c1ccc2c(c1)N(Cc1ccccc1)C(=O)CS2=O (stereo not drawn)	-2	11	4	-4	16	-1	9	0.91	-6
Cc1ccc(OCC(=O)Nc2ccccc2N2CCOCC2)c(C)c1	-1	24	27	11	4	-5	9	0.91	-3
O=C(NCc1ccccc1Cl)C1CCN(c2cnccn2)CC1	0	4	3	26	8	1	-4	1	-5
CCOC(=O)N1CCN(c2cc(=O)n(-c3ccc(Br)cc3)c(=O)[nH]2)CC1	-4	-11	-1	-1	4	6	-9	1.1	-10
CC(=O)NCCn1c(SCc2cccc([N+](=O)[O-])c2)nc2ccccc2c1=O	0	21	10	15	5	1	-9	1.1	-11

An excerpt of these results, comma-delimited.
Structure,A3A deaminase,tim10-1 inh,TIM10 inh,NALP3 yeast inh,hIAP block,beta cell repl,mIAP inh,mIAP activ,A3G deaminase
Oc1ccc(/C=N/n2c(COc3ccccc3)n[nH]c2=S)c(O)c1,1,-2,-6,-6,-31,-2,2,0.98,27
COc1ccc(CC(=O)OCC(=O)Nc2ccc3c(c2)OCO3)cc1,-2,-3,3,10,-5,-2,0,1,-5
COCC(=O)N(C)C1(c2nnnn2CCOC(=O)Nc2ccc(Cl)cc2)CCCCC1,2,14,-6,6,-22,-1,2,0.98,-4
C#CCOCCOCCOCCNc1nc(N2CCN(C(=O)CCCCCCCCCCNC(=O)[C@H]([C@@H](C)CC)n3cc(CCCCN=C(N)N)nn3)CC2)nc(N2CCN(C(=O)CCCCCCCCCCNC(=O)[C@H](CCCCN)n3cc(C[C@@H](C)CC)nn3)CC2)n1,-6,26,18,19,-20,-8,-296,4*,-7

Following part
SMILES	A3A deaminase	tim10-1 inh	TIM10 inh	NALP3 yeast inh	hIAP block	beta cell repl	mIAP inh	mIAP activ	A3G deaminase
Cc1nn(C)c(C)c1CN(C(=O)C1CCC(=O)N(C2CCCCCC2)C1)C(C)C (stereo not drawn)	-5	0	-5	11	-21	-1	-6	1.1	-4
O=C(NCCNCc1ccc(F)cc1)c1ccco1	1	7	-16	2	-9	1	-4	1	1
COC(=O)/C(C#N)=C/c1occc1C	4	-14	7	4	-2	2	-6	1.1	-1
COCCn1c(=S)[nH]c2cc(C(=O)N3CCN(Cc4ccc5c(c4)OCO5)CC3)ccc2c1=O	-3	21	8	0	-21	-1	5	0.95	-6
CC(=O)c1cc(C)ccc1OC(=O)c1cccnc1	2	4	11	11	-3	-1	-4	1	4
CCCn1c(C(O)c2ccc(OC)c(OC)c2)nc2ccccc21 (stereo not drawn)	4	-11	-4	23	-22	0	-1	1	-5
CC(C)n1c(C(F)(F)F)nc2cc(C(=O)N3CCC(O)CC3)ccc21	-3	-9	5	15	0	0	8	0.92	-7
CCCCNC(=O)COc1ccccc1C(=O)c1cc(C#N)c(=O)n(CCOC)c1	-1	-7	-5	-7	10	0	-2	1	-7
O=C(Cn1nc(C(F)(F)F)c2c1CCC2)NCc1ccc(Cl)cc1	2	41*	14	14	-4	-3	-3	1	-1
Cc1ccc(S(=O)(=O)N2CCOCC2)cc1NC(=O)c1cc(-c2ccccn2)nc2ccccc12	2	4	-9	7	-2	3	-2	1	2
COc1cc(C(=O)NCC(=O)NCCCSc2ccccc2)cc(OC)c1OC	0	15	8	8	-19	1	-8	1.1	-5
Cc1noc(NS(=O)(=O)c2ccc(NC(=O)c3ccc(N(C)C)cc3)cc2)c1C	-2	-8	7	8	6	6	10	0.9	-5
C=CCn1c(=O)[nH]c2cc(C(=O)N3CCN(c4ccc(C(C)=O)cc4)CC3)ccc2c1=O	1	5	1	2	17	-1	3	0.97	0
COc1ccc(NC(=O)C23CC4CC(C2)CC(n2cnc(Br)n2)(C4)C3)cc1Cl	-2	20	12	-9	9	0	-16	1.2	-5
CCN1C(=O)[C@@H]2Cc3c([nH]c4ccccc34)C(c3ccc(OC)cc3)N2C1=S (stereo partly drawn)	-6	31	23	5	3	-6	-51	1.5	-13
CCOC(=O)N1CCc2c(sc3c2c(=O)n(Cc2ccccc2)c(=O)n3Cc2cccc(C)c2)C1	-2	20	12	3	6	-5	6	0.94	-2
CCc1ccccc1NC(=O)c1cc(-c2cccs2)on1	-1	-26	-34	56*	2	2	-5	1.1	-7
COC(=O)CSc1snnc1-c1ccc(F)cc1	7	12	2	15	11	-2	10	0.9	-1
Cc1ccc(Nc2nc(N/N=C\c3ccc4c(c3)OCO4)nc(N3CCOCC3)n2)cc1	-1	16	13	35	0	-7	0	1	-6
Nc1nc(-c2ccc(Cl)cc2)nn1C(=O)c1ccco1	1	9	-2	0	8	-2	-3	1	-2
O=C(NCc1ccncc1)/C(=C\c1ccc(F)cc1)NC(=O)c1ccccc1	-4	-3	1	-2	19	0	5	0.95	-3
CC(OC(=O)C1CCCC1)C(=O)Nc1ccc(C(N)=O)cc1 (stereo not drawn)	2	3	2	10	-2	-1	0	1	-5
COc1ccc(CNS(=O)(=O)c2ccc(-c3cnc(C4CC4)o3)cc2)cc1	-1	34	5	-6	6	-1	9	0.91	3
COc1cc(/C=N/Nc2ccc(F)cc2F)cc(OC)c1O	2	21	-69	-33	7	-7	3	0.97	0
Cc1csc(CNc2ncnc3ccc(-c4ccoc4)cc23)c1	-1	-27	-16	15	10	5	-8	1.1	-7
CCN1CCN(CCCOc2ccc(-c3ccccc3)cc2)CC1	0	-3	24	27	-11	-4	6	0.94	-2
Nc1cc(N)nc(SCC(=O)Nc2cc(S(=O)(=O)N3CCOCC3)ccc2Cl)n1	2	-9	1	14	7	-2	-6	1.1	-5
O=S(=O)(c1cnccc1N1CCN(/N=C/c2ccc(Cl)cc2)CC1)N1CCCCC1	-2	2	-5	12	-14	-2	0	1	-5
C#CCOCCOCCOCCNc1nc(N2CCN(C(=O)[C@H]([C@@H](C)CC)n3cc([C@@H](N)CC(C)C)nn3)CC2)nc(N2CCN(C(=O)[C@H]([C@@H](C)CC)n3cc([C@@H](N)CC(C)C)nn3)CC2)n1	3	1	6	2	-12	-6	-1	1	3
COc1cc(C(=O)Nc2nnc(CC(=O)NCc3ccccc3)s2)cc(OC)c1OC	-2	3	11	13	-15	1	3	0.97	-3
Cc1ccc(C(=O)CC2(O)C(=O)N(CCc3ccccc3)c3ccc(Br)cc32)o1 (stereo not drawn)	4	19	-5	-1	6	-4	-14	1.1	1
CCCOc1ccc(-c2c(C(=O)N/N=C(\C)COc3ccccc3)nnn2-c2nonc2N)cc1	2	14	10	5	-27	0	2	0.98	3
CC1(C(=O)O)CCC(C(=O)NC2CCCCC2)C1(C)C (stereo not drawn)	-2	1	-1	6	35	-1	16	0.84	-4
Cc1ccc(C)c2sc(NC(=O)C3CC3)nc12	-3	39	38	1	13	2	6	0.94	0
O=C1C=C(N2CCOCC2)CO1	-1	-2	-6	2	2	0	0	1	-1
C=CCC[C@@H](Cc1ccc(F)cc1)C(=O)OC[C@H]1CCCN1C(=O)[C@@H](CC=C)CC(=O)N[C@H](CO)Cc1ccccc1	-2	15	21	8	-14	-4	-1	1	-4
COC(=O)CCN1CCN(S(=O)(=O)c2ccccc2Br)CC1	-4	4	-10	-2	3	0	0	1	-6
Cc1nn2c(Nc3ccccc3)c3c(nc2c1-c1ccccc1)CCC3	-1	8	5	5	-14	-4	-5	1	-3
CCC1CCC/C1=N\NC(=O)c1ccc(Cl)cc1 (stereo not drawn)	-3	-5	-10	3	-11	1	-3	1	-6
O=C(COC(=O)CNC(=O)c1sc2ccccc2c1Cl)NC1CCS(=O)(=O)C1 (stereo not drawn)	-3	-8	8	5	2	0	9	0.91	-4
CC1CCN(C(=O)CCCN2C(=O)c3cccnc3Oc3ccc(Cl)cc32)CC1	3	22	12	9	-10	-1	-13	1.1	23
N=c1ccn(Cc2ccc(F)cc2)cc1	3	-1	0	7	12	-2	4	0.96	12
O=C(O)COc1ccccc1/C=C1\C(=O)Nc2ccc(Br)cc21	-2	13	9	29	5	-5	-5	1	-4
CN(C)C(=S)Nc1ccc(Br)c(Cl)c1	1	24	-3	25	11	1	-5	1.1	10
Cc1ccc(S(=O)(=O)N/N=C/c2ccc(OCC(=O)Nc3ccccc3Cl)cc2)cc1	-4	-5	8	16	7	-4	4	0.96	-6
c1cncc(-c2nc(NCCCN3CCOCC3)c3c4c(sc3n2)CCC4)c1	-3	17	12	19	-1	-5	7	0.93	-6
N=C1/C(=C/c2ccco2)C(=O)N=C2SC(CC(=O)N3CCCC3)=NN12	51*	-12	-3	16	3	-6	2	0.98	27
Cn1cccc1CNC1CCCC1	0	-21	-7	5	-5	0	-12	1.1	-2
O=C(O)CCC(=O)Nc1ccccc1C(=O)NCCc1ccccc1	-1	-14	-10	-1	-18	2	-5	1	-9
CCn1c(O)c(C=NC2CCCC(C)C2C)sc1=S (stereo not drawn)	-8	35	23	27	-7	-3	2	0.98	-6
COc1cccc2c1cc1c(=O)n(CC(=O)NCCCN3CCN(C)CC3)nc(C)n12	5	4	3	16	43*	-1	3	0.97	-7
Cc1cc(C)cc(NC(=O)C(OC(=O)c2sccc2C)c2ccccc2)c1 (stereo not drawn)	1	10	-13	5	13	0	-12	1.1	-3
Cc1ccc2cc3c(N)c(C(=O)N4CCOCC4)sc3nc2c1	-5	3	18	1	-10	-4	-10	1.1	-12
CC(=O)N1CCN=C1SCc1cccc(C(F)(F)F)c1	-1	13	11	25	-6	0	-2	1	-3

Source: PubChem BioAssay

Hits appear at their usual frequency; 4.6% or so of the library scored in one or more.
